# TRHR agonist – activates the human TRH receptor; P34981; TRHR cells, calcium flux fluo-8, FDSS agonist mode; activation, % at 2 µM; hit rate 0.18% among 360,000; in the data active = activation above about 30%; note: 0% is about no effect
#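 Read-out: compound-evoked intracellular calcium rise in TRHR cells, fluo-8 dye, kinetic FDSS fluorescence at 1 s/cycle following a 10-cycle baseline. Cells cultured overnight before dye loading (30 min–1.5 h, RT).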
# TRHR enhancer – TRH receptor (human) allosteric enhancement | hit rate 0.66% among 360,000 | P34981 | enhancement, % at 2 µM | TRHR cells, fluo-8 calcium fluorescence, EC20 TRH enhancement | AID 493056; in the data active = enhancement above about 30%; note: 0% is about no effect
#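 Enhancer read-out: after compound pinning and an initial kinetic agonist-mode read, an EC20 of TRH (10 nM final) was injected and fluo-8 calcium signal (Ex 480/Em 530) followed at 1 s/cycle for 100 cycles in TRHR-expressing cells.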
# mIDH1 inhibitor – blocks human mutant IDH1 R132H enzyme; O75874; IDH1-R132H enzyme, NADPH consumption, diaphorase/resazurin fluorescence; Potency, µM (series often up to 76.6 µM), inactives show top-dose activity change, negative = inhibition, actives largely listed as inhibitors; hit rate 0.093% among 390,000; note: potency is the fitted concentration of half-maximal effect; % is set by controls: 0 for no effect and ±100 for the full control effect; nearly all actives have a fitted effect of over 65% in size
#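 IDH1-R132H (0.5 ug/mL dispensed) in pH 7.5 Tris buffer was preincubated 30 min with compound, then given a substrate mix of 0.016 mM NADPH and 2 mM alpha-KG for 80 min at room temperature; remaining NADPH was read by diaphorase/resazurin fluorescence.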
# USP1 inh – blocks the human USP1/UAF1 deubiquitinase complex; AID 743255; hit rate 0.23% among 390,000; O94782; recombinant USP1/UAF1, Ub-Rhodamine cleavage fluorescence; Potency, µM (series often up to 57.1 µM), without a hit: at the highest dose activity change, negative = inhibition, actives largely listed as inhibitors; note: potency is the fitted concentration of half-maximal effect; % is set by controls: 0 for no effect and ±100 for the full control effect; nearly all actives have a fitted effect of over 60% in size; inactives centre near -12
# Target sequence (O94782 whole entry, looked up): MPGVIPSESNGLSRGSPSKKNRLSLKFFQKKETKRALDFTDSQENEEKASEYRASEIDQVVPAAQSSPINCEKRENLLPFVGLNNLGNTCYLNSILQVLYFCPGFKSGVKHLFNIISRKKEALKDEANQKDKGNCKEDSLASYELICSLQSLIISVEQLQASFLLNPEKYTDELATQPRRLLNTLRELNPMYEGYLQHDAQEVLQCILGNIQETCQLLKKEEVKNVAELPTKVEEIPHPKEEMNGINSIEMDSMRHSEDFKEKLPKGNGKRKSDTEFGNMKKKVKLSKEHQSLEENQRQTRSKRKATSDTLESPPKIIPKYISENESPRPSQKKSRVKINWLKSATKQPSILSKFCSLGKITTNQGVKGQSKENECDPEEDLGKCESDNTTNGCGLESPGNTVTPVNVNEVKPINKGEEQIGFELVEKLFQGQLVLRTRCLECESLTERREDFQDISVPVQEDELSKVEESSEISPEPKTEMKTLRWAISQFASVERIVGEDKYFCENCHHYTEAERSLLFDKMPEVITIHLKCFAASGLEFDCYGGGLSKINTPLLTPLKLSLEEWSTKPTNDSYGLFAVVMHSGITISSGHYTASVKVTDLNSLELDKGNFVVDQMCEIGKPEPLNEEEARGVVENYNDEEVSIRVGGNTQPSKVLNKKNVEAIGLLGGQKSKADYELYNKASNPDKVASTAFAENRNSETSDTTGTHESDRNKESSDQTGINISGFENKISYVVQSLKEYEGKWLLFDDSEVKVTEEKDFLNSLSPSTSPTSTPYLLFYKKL
#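 High-throughput fluorogenic screen: 1nM USP1/UAF1 complex, Ub-Rho substrate 150nM final, 50mM HEPES pH 7.8 with 0.5mM EDTA, 0.1 mg/ml BSA, 1mM TCEP and 0.01% Tween-20.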
# rTrxR1 inhibitor – blocks rat thioredoxin reductase 1 | O89049 | recombinant rTrxR1, NADPH fluorescence consumption, selenite substrate | Potency, µM (titrated, usually from 114 µM), without a hit: at the top dose activity change, negative = inhibition, actives largely listed as inhibitors | hit rate 1% among 390,000; note: potency is the fitted concentration of half-maximal effect; % is set by controls: 0 for no effect and ±100 for the full control effect; nearly all actives have a fitted effect of over 65% in size
#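 Rat TrxR1 (90 nM in the dispensed reagent) was pre-reduced with 400 uM NADPH for 5 min at room temperature, then incubated with compound for 15 min. After 400 uM selenite was added, NADPH fluorescence (Ex 340/Em 450 nm) was followed for 8 min.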
# D2 antag – antagonists of human D2 dopamine receptor. AID 485344. P14416. hit rate 2% among 340,000. HEK293 TREx D2 cells, calcium flux, dopamine EC80. inhibition, % at 10 µM; in the data active = inhibition above about 30%; note: 0% is about no effect
#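 Overnight-induced (tetracycline, 30 C) HEK293 T-REx cells carrying force-coupled D2 receive a no-wash calcium dye, then compound, then EC80 dopamine at 180 s; signals are read kinetically throughout.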
# Pin1 inh – inhibitors of human Pin1 | Q13526 | Pin1 FP peptide displacement, HiFluor488, 10 min | Potency, µM (titrated, usually from 115 µM), without a hit: top-dose activity, negative = inhibition, most hits filed as inhibitors | hit rate 0.009% among 390,000 | AID 504891; active = well fitted inhibition curve with a large enough effect in the polarisation, with a control signal flat, not every such curve was filed as active; inconclusive = small, poorly fitted or top-dose-only effect, or effect the other way, or a change in a side signal; inactive = no such curve, though single readings can be large or run the other way; the % refers to the polarisation; note: potency is the fitted concentration of half-maximal effect; % is set by controls: 0 for no effect and ±100 for the full control effect
# Target sequence (Q13526 whole entry, looked up): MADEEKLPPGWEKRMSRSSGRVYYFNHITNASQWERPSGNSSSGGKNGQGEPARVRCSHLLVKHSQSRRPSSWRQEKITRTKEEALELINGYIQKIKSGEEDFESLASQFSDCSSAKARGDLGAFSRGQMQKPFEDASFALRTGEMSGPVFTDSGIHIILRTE
# TrxR1 substrate – rat thioredoxin reductase 1 substrate activity | hit rate 0.01% among 390,000 | Potency, µM (top dose mostly 114 µM), for the others: at the top dose activity change, negative = substrate turnover | O89049 | purified TrxR1 substrate turnover, NADPH consumption readout; note: potency is the fitted concentration of half-maximal effect; % is set by controls: 0 for no effect and ±100 for the full control effect; nearly all actives have a fitted effect of over 50% in size
#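 Rat TrxR1, dispensed at 90 nM, was prereduced with 400 uM NADPH (final) for 5 min at ~22 deg C, then incubated with compound 15 min before 400 uM selenite. A first-read NADPH fluorescence drop versus no-compound background flagged substrates.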
# D2 ag – activates the human D2 dopamine receptor; activation, % at 2 µM; HEK293 T-REx D2 cells, calcium flux agonist mode; hit rate 0.53% among 340,000;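 active = activation over 3 SD above normal in the single-dose calcium agonist read, cut at about 30% in these data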; note: 0% is about no effect
#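 Agonism scored from kinetic calcium signal (1 read/sec, 180 s) following compound pin transfer, after a 10 s baseline. Cells: HEK293 Trex line expressing inducible D2 receptor coupled to calcium, dye-loaded after overnight culture at 30 C.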
# * marks the source's active call; other numbers are inactive results; ? = inconclusive; · = no result given; [ ] = another dose, or the depositor's remark. Unless noted, calls come from the whole dose curve; as a rule, active = well fitted inhibition curve with a large enough effect; inconclusive = small, poorly fitted or top-dose-only effect; inactive = no such curve, though single readings can be large or run the other way.
# Results follow in this order: rTrxR1 inhibitor	mIDH1 inhibitor	TrxR1 substrate	D2 ag	TRHR enhancer	Pin1 inh	USP1 inh	TRHR agonist	D2 antag
CC(=O)N1CCc2cc(S(=O)(=O)NC3CCCc4ccccc43)ccc21 (stereo unspecified)
 : 9.2%	1.8%	-2.0%	1.7	-5.8	-0.3%	-0.3%	1.2	3.2
Cc1cc(N2C(=O)C3CCC(c4ccccc4)CC3C2=O)no1 (stereo unspecified)
 : 5.7%[57.1 µM]	8.0%	-0.1%[57.1 µM]	-0.9	-6.4	3.4%	-20.3%	0.3	-10.4
Cc1cccc(NN=C2c3ccccc3-c3ccccc32)c1
 : 12.2%[57.1 µM]	8.5%	-8.9%	-1.3	-2.7	7.1%	-1.5%	0.4	-11.4
O=C(Nc1cccnc1)/C(N=Nc1cccnc1)=C(\O)c1ccccc1
 : 24.5%[57.1 µM]	11.0%	17.6%[57.1 µM]	-2.0	2.3	-1.2%	-3.6%	-0.1	0.2
C/C(=N\N1CCN(c2ccccc2)CC1)c1ccco1
 : 8.0%[57.1 µM]	5.8%	-19.7%[57.1 µM]	0.8	-0.1	0.7%	-8.0%	0.4	-0.3
CCN(CC)CCNC(=O)c1ccc(NC(=O)COc2ccc3c(c2)CCC3)cc1
 : 23.7%	2.5%	3.4%	0.7	1.1	-5.3%	-10.7%	0.3	32.3*
Cc1cc(C(=O)Nc2cccc(-c3ccc(N4CCOCC4)nn3)c2)ccc1[N+](=O)[O-]
 : -7.4%[57.1 µM]	-4.5%	-9.5%[57.1 µM]	-0.7	4.3	-8.7%	-5.5%	0.1	-14.5
O=C1C2C(C(=O)N1/N=C/c1cc([N+](=O)[O-])ccc1O)C1C=CC2C12CC2 (stereo unspecified)
 : -7.8%	3.1%	-10.3%	·	·	26.9%	-13.3%	·	·
COc1ccc(NC(=O)c2cn3c(nc4ccccc43)c(C#N)c2C)cc1
 : 17.1%	-0.2%	9.6%	2.1	-0.3	-7.0%	-26.3%	0.6	-9.9
Cc1sc2nc(CN3CCOCC3)nc(NS(=O)(=O)c3ccccc3)c2c1C
 : 15.9%[57.1 µM]	0.8%	10.2%[57.1 µM]	0.6	1.8	15.1%	-15.4%	0.7	-5.2
Cc1ccc(CONC(=O)c2ccc([N+](=O)[O-])cc2)cc1
 : 15.2%	11.0%	-5.5%	-0.3	3.9	-8.5%	-4.8%	0.1	-14.5
CC1=C(C(=O)Nc2ccc(C)cc2C)C(c2cccc(Cl)c2)n2nc(C(=O)OC(C)C)nc2N1 (stereo unspecified)
 : 2.9%	-0.6%	-2.0%	-0.4	-1.0	2.6%	-17.2%	0.5	-0.8
CC(C)Cc1nnc(NC(=O)c2ccc([N+](=O)[O-])cc2)s1
 : 24.0%	9.3%	5.4%	0.2	6.2	1.6%	-17.7%	0.2	-18.7
Cc1cc(=O)oc2cc(OCCSCCN3CCCCC3)ccc12
 : -22.8%	4.8%	7.6%	0.8	-0.9	-1.7%	0.3%	0.0	-11.4
C=CCN(c1ccccc1)S(=O)(=O)c1ccc2c(c1)NC(=O)C(C)S2 (stereo unspecified)
 : 7.2%	0.0%	-5.6%	-0.9	-10.8	-0.4%	-25.0%	-0.5	-16.6
Cc1ccc(Cl)cc1NC(=O)COC(=O)CC(C)(C)C
 : -62.5%	-2.1%	4.5%[57.1 µM]	1.5	-0.4	-2.3%	-15.8%	-0.3	40.7*
COc1ccc(CCNS(=O)(=O)c2ccc3c(c2)n(C)c(=O)c(=O)n3C)cc1OC
 : -0.5%	0.0%	-3.1%	0.8	1.3	0.2%	-9.3%	0.1	6.4
COc1cccc(NC(=O)CNCc2ccccc2)c1
 : 13.5%	-2.6%	-1.2%	-2.1	-0.4	4.7%	-18.1%	0.0	-7.4
COc1ccc(C(C(=O)NCc2ccccc2)N(Cc2cccnc2)C(=O)c2snc(C(N)=O)c2N)cc1OC (stereo unspecified)
 : 36.4%	8.3%	19.2%	-0.4	0.2	-2.7%	-15.4%	0.2	14.3
CCc1ccc(N2CC(C(=O)Nc3nccs3)CC2=O)cc1 (stereo unspecified)
 : 18.8%[57.1 µM]	5.9%	-7.3%	0.2	2.9	0.2%	-5.1%	-0.4	-6.7
Cc1cc(C)n(-c2nc3c(c(=O)[nH]c(=O)n3C)n2CC(O)COc2ccccc2)n1 (stereo unspecified)
 : 11.2%[57.1 µM]	2.5%	6.2%[57.1 µM]	-1.2	0.1	0.2%	-14.5%	-0.1	-4.8
Cc1cccc(CSc2ncc(Cl)c(C(=O)Nc3sc4c(c3C#N)CCCC4)n2)c1
 : 5.8%	-5.3%	0.7%	0.0	-1.4	-9.7%	-22.4%	1.4	·
CCCn1c(SCCC(=O)O)nc2ccccc21
 : 39.6%[57.1 µM]	3.5%	-7.4%[57.1 µM]	1.1	-1.7	1.4%	-18.6%	0.8	26.9
O=C(NCC(c1ccco1)N1CCN(c2ccccc2F)CC1)C(=O)NC1CCCCC1 (stereo unspecified)
 : 4.4%[57.1 µM]	-0.2%	6.4%[57.1 µM]	1.6	5.3	-0.5%	-4.7%	-0.1	9.4
Cc1cc(/C=N\O)c(C)n1-c1ccncc1
 : -6.1%	-3.4%	-3.6%	-0.7	-2.0	-1.5%	-13.1%	0.5	-11.9
OCCNCC(O)Cn1c2ccccc2c2ccccc21 (stereo unspecified)
 : 46.2%	9.4%	16.6%	0.3	2.6	-0.6%	-12.8%	0.2	5.9
CCCc1nnc(SCC(=O)N2CCOCC2)n1CCCOC
 : 7.3%	-4.3%	13.1%[57.1 µM]	0.2	10.2	6.1%	-6.1%	1.0	-2.5
Cc1c(CCCN)c2ccccc2n1Cc1ccccc1
 : -6.1%	-6.3%	8.2%	-0.1	0.8	2.9%	?	0.3	-1.4
CCOc1ccc(OCC)c(NC(=O)CN2CCN(c3cccc(C)c3)C(C)C2)c1 (stereo unspecified)
 : 7.6%	1.2%	-0.3%	11.0	-3.4	-14.3%	-2.4%	-0.4	19.3
CCOc1ccc(-c2nnc(SCC(=O)NCc3ccccc3)o2)cc1
 : -1.0%	7.6%	-9.2%	-0.3	-2.4	-3.2%	-26.9%	0.3	·
COC(=O)c1ccc(Oc2cc(C)nc(NCc3ccccc3)n2)cc1
 : -6.9%	15.8%	-3.3%	1.8	-13.3	-8.8%	0.9%	0.0	20.8
COC(=O)c1ccc(CN2C(=O)c3ccccc3S2(=O)=O)cc1
 : 15.2%[57.1 µM]	0.9%	-1.6%	0.1	-8.0	-3.1%	-12.7%	0.0	5.4
COc1ccc(-c2noc(C3CCCN(S(=O)(=O)c4ccc(C)c(Cl)c4)C3)n2)cc1OC (stereo unspecified)
 : 5.1%	-3.7%	-7.1%	-0.3	3.6	-1.2%	-23.9%	1.1	-3.5
Cc1cc(NC(=O)CSCC(=O)Nc2nc3ccccc3[nH]2)no1
 : 10.0%	-0.1%	10.4%[57.1 µM]	0.0	13.2	-0.7%	?	0.2	-10.7
O=C(CCNC(=O)c1ccccc1Cl)Nc1nc2ccccc2s1
 : 19.4%[57.1 µM]	-2.6%	10.7%[57.1 µM]	-0.4	-1.3	0.6%	-17.1%	0.2	-5.6
CCOc1ccc(C(=O)Nc2c(C(=O)Nc3ccccc3F)oc3ccccc23)cc1OCC
 : 1.7%	-8.5%	0.1%	0.4	-3.3	1.4%	-6.0%	1.0	·
CCCc1cc(C(=O)Nc2cnn(Cc3ccc(F)cc3)c2)no1
 : 0.6%	-4.8%	-4.2%	0.0	1.4	-2.5%	-23.4%	-0.5	-18.6
CCOc1ccc(C2=NC(c3ccc(OC)cc3)=Nc3ccc(Cl)cc3N2)cc1
 : 14.6%	-14.7%	-2.4%	-0.4	-1.3	-10.5%	-13.3%	0.4	·
NS(=O)(=O)c1ccc(NC(=S)Nc2ccc(OCc3ccccc3)cc2)cc1
 : 4.0%	-7.3%	1.9%	0.9	1.2	7.0%	-21.7%	0.8	2.3
CC(=O)NCCn1c(SCC(=O)NCCC(C)C)nc2ccccc2c1=O
 : 8.7%	0.0%	5.0%	-0.7	14.7	?	-13.5%	-0.4	-10.2
CC(=O)n1c2c(c3ccccc31)OC(N)=C(C#N)C2c1ccc(C(C)C)cc1 (stereo unspecified)
 : -14.1%	?	11.0%	0.5	-8.3	25.9%	-7.9%	3.0	16.0
c1ccc(-c2cn3c(n2)SCC3)cc1
 : 4.0%	2.9%	1.8%	-1.1	5.6	0.0%	-6.3%	-0.7	4.3

# 6 compounds drawn at random from the list so far, as already listed:
# Results follow in this order: rTrxR1 inhibitor	mIDH1 inhibitor	TrxR1 substrate	D2 ag	TRHR enhancer	Pin1 inh	USP1 inh	TRHR agonist	D2 antag
COC(=O)c1ccc(CN2C(=O)c3ccccc3S2(=O)=O)cc1
 : 15.2%[57.1 µM]	0.9%	-1.6%	0.1	-8.0	-3.1%	-12.7%	0.0	5.4
CCOc1ccc(C(=O)Nc2c(C(=O)Nc3ccccc3F)oc3ccccc23)cc1OCC
 : 1.7%	-8.5%	0.1%	0.4	-3.3	1.4%	-6.0%	1.0	·
COC(=O)c1ccc(Oc2cc(C)nc(NCc3ccccc3)n2)cc1
 : -6.9%	15.8%	-3.3%	1.8	-13.3	-8.8%	0.9%	0.0	20.8
CCCc1cc(C(=O)Nc2cnn(Cc3ccc(F)cc3)c2)no1
 : 0.6%	-4.8%	-4.2%	0.0	1.4	-2.5%	-23.4%	-0.5	-18.6
Cc1cc(NC(=O)CSCC(=O)Nc2nc3ccccc3[nH]2)no1
 : 10.0%	-0.1%	10.4%[57.1 µM]	0.0	13.2	-0.7%	?	0.2	-10.7
CC(=O)NCCn1c(SCC(=O)NCCC(C)C)nc2ccccc2c1=O
 : 8.7%	0.0%	5.0%	-0.7	14.7	?	-13.5%	-0.4	-10.2

# Bioassay records from PubChem BioAssay.

# This is a subset; rates above refer to the full screens.
